From PubChem BioAssay
PLK1 PBD inh – blocks phosphopeptide binding to human Plk1 polo box domain; P53350; Plk1 PBD phosphopeptide binding, fluorescence polarization; inhibition, %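 (tested at about 20 µM)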; 0.13% of 97,000 active; in the data active = inhibition above about 34%, passing the limit was not always enough
Target sequence (P53350 whole entry, looked up, the tested form may be a part): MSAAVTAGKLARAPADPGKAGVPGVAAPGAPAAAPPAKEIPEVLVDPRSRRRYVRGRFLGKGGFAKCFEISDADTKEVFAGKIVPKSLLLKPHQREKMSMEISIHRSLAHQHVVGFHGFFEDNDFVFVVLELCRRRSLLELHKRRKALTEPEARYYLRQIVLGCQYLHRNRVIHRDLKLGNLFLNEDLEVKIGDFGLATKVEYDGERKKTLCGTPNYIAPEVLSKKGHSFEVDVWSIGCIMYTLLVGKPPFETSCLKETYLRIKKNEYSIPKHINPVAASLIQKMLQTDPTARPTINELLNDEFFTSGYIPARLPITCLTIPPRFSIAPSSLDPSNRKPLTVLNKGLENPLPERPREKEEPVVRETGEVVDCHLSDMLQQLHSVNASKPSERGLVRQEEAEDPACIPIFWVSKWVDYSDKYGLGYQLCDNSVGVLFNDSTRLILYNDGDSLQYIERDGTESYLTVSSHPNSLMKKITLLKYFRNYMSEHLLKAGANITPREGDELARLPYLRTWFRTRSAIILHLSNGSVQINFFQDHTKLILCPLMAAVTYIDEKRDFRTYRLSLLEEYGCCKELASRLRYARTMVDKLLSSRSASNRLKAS
S1P2 blocker – S1P2 (human) receptor antagonism; O95136; cell-based S1P2 antagonist assay, inhibition at 5 uM; inhibition, % at 5 µM; 0.21% of 97,000 active; AID 736; in the data active = inhibition above about 45%;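 also: CRE beta-lactamase reporter cells expressing human S1P2 stimulated with S1P; 0% = agonist at EC80 alone and 100% = agonist plus reference antagonist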
Target sequence (O95136 whole entry, looked up): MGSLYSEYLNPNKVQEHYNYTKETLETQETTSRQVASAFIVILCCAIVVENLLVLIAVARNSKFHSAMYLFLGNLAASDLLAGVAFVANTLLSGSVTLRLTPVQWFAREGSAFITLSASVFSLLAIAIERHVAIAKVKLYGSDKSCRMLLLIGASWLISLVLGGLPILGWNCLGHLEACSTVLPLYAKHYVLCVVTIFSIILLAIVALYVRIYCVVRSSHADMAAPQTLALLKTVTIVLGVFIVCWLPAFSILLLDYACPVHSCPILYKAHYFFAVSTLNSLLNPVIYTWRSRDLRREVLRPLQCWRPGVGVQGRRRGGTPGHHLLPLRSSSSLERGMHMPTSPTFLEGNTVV
PLK1 inh – inhibitors of human PLK1 kinase; P53350; recombinant PLK1 kinase, TR-FRET peptide phosphorylation; inhibition, % at 10 µM; 0.53% of 97,000 active; AID 619;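 active = inhibition of 50% or more in the single-concentration screen; inactive = inhibition below 50%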;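 also: 0% = DMSO max control and 100% = H-89 dihydrochloride min control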
HIV Rev-RRE inh – disrupts HIV-1 Rev binding to RRE RNA; Rev peptide-RRE RNA binding, FRET; inhibition, % at 8 µM; 0.79% of 97,000 active; AID 704;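 active = inhibition above the screen-wide mean plus 3 SD, cut at about 35% in these data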;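 also: 0% = median DMSO wells and 100% = median Neomycin B control wells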
Target sequence (P05866 whole entry, looked up): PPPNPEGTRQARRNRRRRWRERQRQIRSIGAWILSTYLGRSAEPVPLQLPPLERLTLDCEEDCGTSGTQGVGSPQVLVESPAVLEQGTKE
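Test system – labelled RRE RNA duplex and labelled Rev peptide · Reagent – labelled Rev peptide · Doses – one concentration, 8 µM nominal · Incubation – 5 + 15 min at 25 °C · Signal – FRET fluorescence readout · Read-out basis – % inhibition of FRET ratio versus controls · Control set – DMSO wells as 0% and neomycin B wells as 100% inhibition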
FAK blocker – blocks human focal adhesion kinase activity; Q05397; biochemical FAK kinase activity assay; inhibition, %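 (tested at 7 µM)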; 0.84% of 97,000 active; in the data active = inhibition above about 19%;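 also: 0% = DMSO and 100% = reference compound high control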
MT1-MMP txn act – MT1-MMP promoter transcription activation; activation factor at 10 µM; AID 750; 0.16% of 86,000 active; HT1080 MT1-MMP promoter luciferase reporter, luminescence, overnight; hits give high values;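 active = activation factor of at least 2 for MT1-MMP transcription at 10 µM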
EphB4 antag – EphB4-ephrin-B2 interaction antagonism; EphB4 LBD / TNYL-RAW-Alexa532 peptide, fluorescence polarization; inhibition, % at 7 µM; 0.15% of 97,000 active; AID 720;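 active = inhibition above the screen-wide mean inhibition plus 3 SD, cut at about 15% in these data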;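 also: 0% = DMSO wells and 100% = excess unlabeled TNYL-RAW peptide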
S1P2 agonist – agonists of human S1P2 receptor. O95136. S1P2-expressing cell line, agonist reporter read-out. activation, % at 4.5 µM. 0.46% of 97,000 active. AID 729; in the data active = activation above about 16%;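 also: 0% = vehicle low control and 100% = maximal reference agonist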
PLAP activator – human PLAP activation | activation fold at 20 µM | 1.2% of 96,000 active | P05187 | purified PLAP enzyme, luminescent substrate read-out; hits give high values; in the data active = activation fold above about 2
* marks the source's active call; other numbers are inactive results; / = no result given. The order is random; any-hit rate near 3.9%.

1	CC1Cc2ccccc2N1C(=O)CCNS(=O)(=O)c1ccc2c(c1)CCC(=O)N2 (stereo unspecified)
2	COc1ccc(CN2CC(C(=O)NCCC3=CCCCC3)CC2=O)cc1 (stereo unspecified)
3	CCN(CC)C(=O)c1sc(N)c(C#N)c1C
4	CCc1c(C)sc(NC(=O)C2CCCO2)c1C#N (stereo unspecified)
5	Clc1ccc(OCc2cc(-c3ccccc3)no2)c(Cl)c1
6	O=C(NC1CCCc2ccccc21)c1cncc(Br)c1 (stereo unspecified)
7	COc1cc(-c2cc(C(=O)O)c3c(OC)c(OC)c(OC)cc3n2)ccc1O
8	Cc1ccc(CSc2nc3c(c(N(C)C)n2)CCCC3)cc1
entry no.,1,2,3,4,5,6,7,8
PLK1 PBD inh,0,-3,-18,-1,-24,-9,-16,-6
S1P2 blocker,4,-8,3,2,-16,6,14,-18
PLK1 inh,-11,-17,4,-13,-10,-3,7,-8
HIV Rev-RRE inh,2,3,11,7,6,0,6,9
FAK blocker,2,-3,2,-3,4,6,0,3
MT1-MMP txn act,1.1,1.2,0.9,1.1,/,/,1.1,/
EphB4 antag,-3,-11,9,2,-3,5,1,-3
S1P2 agonist,-2,-2,-4,-2,-6,-6,-4,-2
PLAP activator,1.1,1.3,1,/,1,0.9,1,1

9	NC(=O)CSc1nnc(-c2ccc(S(=O)(=O)N3CCCCC3)cc2)n1-c1ccccc1
10	CC(C)NC(=O)CCNS(=O)(=O)c1ccc(Br)cc1
11	O=C(O)CN(c1ccc(F)cc1)S(=O)(=O)c1ccc2c(c1)OCCO2
12	Cc1cccc(C)c1NC(=O)CSc1nnc(Cn2nnc(-c3ccccc3)n2)n1-c1ccccc1
13	Cc1ccnc(N/C=C(/NC(=O)c2ccccc2)C(=O)N/N=C\c2ccc(F)cc2)n1
14	OCCCCCNc1ncnc2ccccc12
15	Cn1nnnc1P(=O)(c1ccccc1)c1ccccc1
16	CCN1c2cccc3cccc(c23)S1(=O)=O
entry no.,9,10,11,12,13,14,15,16
PLK1 PBD inh,-4,6,1,-3,21,15,3,15
S1P2 blocker,1,-2,0,-5,-7,14,-8,-32
PLK1 inh,-4,-3,-9,-13,11,-6,-12,-5
HIV Rev-RRE inh,1,0,2,3,7,7,5,6
FAK blocker,-2,0,-2,1,0,-1,4,-4
MT1-MMP txn act,1.3,1.1,0.9,1.1,/,1.3,1.3,1.1
EphB4 antag,-9,-3,-11,-1,2,4,8,-3
S1P2 agonist,-5,-2,-9,-4,0,-5,-1,-5
PLAP activator,1.5,1.2,1,1.6,1.2,/,0.8,0.8

17	CC(C)(C)N(Cc1ccccc1)C(=O)CSc1nnc(CNc2ccc(F)cc2)o1
18	O=C(CN1CCN(CC(=O)Nc2ccccc2C(F)(F)F)CC1)Nc1ccccc1F
19	CCOC(=O)CCSc1nc(-c2ccccc2)cc(C(F)(F)F)n1
20	CC(C)CCNC(=O)CC1Nc2c3ccccc3nc(=S)n2C1=O (stereo unspecified)
21	COC(=O)c1sc(NC(=O)C2CCCO2)c(C(=O)OC)c1C (stereo unspecified)
22	COc1ccc(NC(=O)CSc2nnc(C)n2Cc2ccccc2)cc1
23	CCOC(=O)c1cnc2ccccc2c1NCCc1ccc(OC)c(OC)c1
24	CCOc1ccc(Nc2nc(NCCN3CCOCC3)nc(OC)n2)cc1
entry no.,17,18,19,20,21,22,23,24
PLK1 PBD inh,24,6,14,3,9,-22,15,-3
S1P2 blocker,-1,10,-10,8,-12,19,-23,-19
PLK1 inh,0,-8,-15,26,-12,-11,-13,-48
HIV Rev-RRE inh,13,5,13,-3,7,8,18,5
FAK blocker,-1,-6,0,3,-2,3,-1,3
MT1-MMP txn act,1.3,1,1.1,1.2,0.9,1.1,/,1.1
EphB4 antag,0,7,-2,4,2,3,-4,1
S1P2 agonist,-4,-4,-4,-5,-3,-5,-5,-1
PLAP activator,1.2,1.2,/,0.8,0.7,1,1,1.3

25	COc1ccc(N/C=C/C(=O)c2sc(-c3ccccc3)nc2C)cc1
26	OC(c1ccc(Cl)cc1)C(O)c1nc2ccccc2[nH]1 (stereo unspecified)
27	COc1ccccc1C1=NN(C(=S)Nc2ccccc2)C(c2ccco2)C1 (stereo unspecified)
28	COc1cccc(/C=N/NC(=O)C(=O)NCc2ccco2)c1O
29	O=C(CN(CC1CCCO1)C(=O)CCC(=O)Nc1ccccn1)NCC1CCCO1 (stereo unspecified)
30	CCN(CC)C(=O)CSc1nnc([C@@H](NC(=O)OC(C)(C)C)C(C)C)o1
31	O=c1nc(N2CCOCC2)ccn1Cc1ccc(Br)cc1
32	Cc1cc(NC(=O)CN2CCCCC2C)no1 (stereo unspecified)
entry no.,25,26,27,28,29,30,31,32
PLK1 PBD inh,-44,-1,-25,-8,14,-1,13,6
S1P2 blocker,8,-10,3,-16,2,-2,2,-13
PLK1 inh,-14,-10,-9,-18,-5,-8,-6,-5
HIV Rev-RRE inh,25,7,5,1,2,4,5,2
FAK blocker,0,2,-3,-5,1,1,-1,-7
MT1-MMP txn act,/,/,/,/,1.2,1.1,1.3,1.1
EphB4 antag,6,-1,3,2,-3,3,9,6
S1P2 agonist,-8,-3,-10,-2,-3,-6,-3,-3
PLAP activator,1,1,0.9,1.7,0.8,1.4,0.9,1

33	C/C(N)=C(\C#N)C(=O)NCCc1ccccn1
34	COc1ccc(NC(=O)Nc2nnc(-c3ccccc3SCc3ccccc3)s2)cc1
35	CCOC(=O)c1[nH]c(C)c(/C(O)=C2\C(=O)C(=O)N(CCN(C)C)C2c2cccc(OC)c2OC)c1C (stereo unspecified)
36	COC(=O)c1ccccc1NC(=O)COc1ccc(S(=O)(=O)N2CCCC2)cc1C
37	Cc1cc(C)n(Cc2ccccc2)c(=O)c1S(=O)(=O)c1ccccc1
38	CCC(C)(C(=O)NC1CCCC1)N(C(=O)c1cnccn1)c1c(C)n(C)n(-c2ccccc2)c1=O (stereo unspecified)
39	CCOC(=O)N1CCN(C(=O)c2nc3ccccc3s2)CC1
40	CCCC1=C(C(=O)OCC)C(c2c(C)nn(-c3ccccc3)c2Cl)C(C#N)=C(N)O1 (stereo unspecified)
entry no.,33,34,35,36,37,38,39,40
PLK1 PBD inh,-23,-10,-1,18,-23,3,4,-3
S1P2 blocker,3,1,-12,-36,0,12,12,-16
PLK1 inh,-6,-4,15,-7,-5,-11,-6,-1
HIV Rev-RRE inh,9,5,-1,10,-1,8,4,9
FAK blocker,2,0,-2,1,-7,-2,1,-1
MT1-MMP txn act,1,1.3,1.1,1.1,/,1.1,1.7,/
EphB4 antag,3,2,-8,0,-3,12,2,-5
S1P2 agonist,-5,0,-5,0,-6,-4,-6,2
PLAP activator,0.9,1,1.7,1.1,0.8,0.9,1.1,1.4

41	CCOC(=O)c1ccc(N2C(=O)C3C(C2=O)C(C(=O)c2ccc(Cl)cc2)N2CCCC32)cc1 (stereo unspecified)
42	Fc1ccccc1CSc1ncn[nH]1
43	O=C(CCn1nc(-c2ccc(Cl)cc2)ccc1=O)N1CCN(c2ccccn2)CC1
44	CCOC(=O)c1cnn(CCOC(=O)c2cccs2)c1NC(=O)c1cccs1
45	O=C(O)CCCNS(=O)(=O)c1cccs1
46	CCOC(=O)CN(C(=O)Cn1nnc(-c2ccc(OC)cc2)n1)C(C(=O)NC1CCCC1)c1ccc(F)cc1 (stereo unspecified)
47	COc1ccc(C(=O)NC(=S)NNC(=O)Cc2cccs2)cc1
48	CC(C)C(NC(=O)c1ccc(S(=O)(=O)N2CCOCC2)cc1)c1nc2ccccc2[nH]1 (stereo unspecified)
entry no.,41,42,43,44,45,46,47,48
PLK1 PBD inh,0,-15,-34,0,30,25,4,19
S1P2 blocker,13,-1,-4,17,10,5,20,-14
PLK1 inh,-11,-8,0,12,6,-6,-7,-2
HIV Rev-RRE inh,66*,9,1,5,2,-1,4,-2
FAK blocker,-1,0,0,-2,-3,-4,-4,-5
MT1-MMP txn act,1.2,1.3,1.2,1,1,/,/,0.9
EphB4 antag,-10,8,3,1,-11,10,4,-4
S1P2 agonist,-5,-2,-3,-4,-7,-14,-8,-3
PLAP activator,1.6,/,1.3,1,1.1,/,1.5,0.8

49	Nc1cc(-c2ccccc2)ccc1O
50	CCC(C)(C)C1CCc2c(sc(NC(=O)c3ccoc3C)c2C(N)=O)C1 (stereo unspecified)
51	COCC(=O)N(Cc1cc2ccccc2[nH]c1=O)c1ccccc1OC
52	CCOc1cc2[nH]c(=S)n(CCCN(CC)CC)c(=O)c2cc1OCC
53	Clc1cc(Br)ccc1OCCOCCN1CCOCC1
54	CCN(CC(=O)NC1CCS(=O)(=O)C1)c1ccc(S(C)(=O)=O)cc1[N+](=O)[O-] (stereo unspecified)
55	CCCCC(=O)NNC(=S)NC(=O)c1cccc([N+](=O)[O-])c1
56	CCN1C(=O)CC(n2c(C)nc3ccccc32)C1=O (stereo unspecified)
entry no.,49,50,51,52,53,54,55,56
PLK1 PBD inh,-24,8,-5,-4,21,-5,-14,-38
S1P2 blocker,15,-14,11,10,-2,8,25,-11
PLK1 inh,-14,-8,3,-10,-12,-9,-17,-2
HIV Rev-RRE inh,8,16,3,3,2,14,9,4
FAK blocker,-2,-2,-2,4,0,-4,2,-1
MT1-MMP txn act,1.5,1.1,1.1,1.2,1.3,1.2,/,/
EphB4 antag,-2,-2,0,-1,1,8,1,1
S1P2 agonist,-6,-5,-9,-4,-6,-3,-8,2
PLAP activator,1.3,0.9,1,/,1.2,1,1.5,1

57	Cc1cc(C(=O)CSc2nn3c(=O)c(C(C)(C)C)nnc3s2)c(C)n1-c1ccc(F)cc1
58	COc1ccc(Cl)cc1Nc1nc(-c2sc(NC(=O)CC(C)C)nc2C)cs1
59	CC(=O)Nc1ccc2oc(-c3cc(F)c(F)cc3Cl)nc2c1
60	Cc1cc(C(=O)Cn2nnc(-c3ccc(Cl)cc3)n2)c(C)n1CC1CCCO1 (stereo unspecified)
61	CCCc1nc(Nc2nc3ccccc3o2)nc(C)c1C(=O)OCC
entry no.,57,58,59,60,61
PLK1 PBD inh,-2,-4,-1,-35,-8
S1P2 blocker,2,-10,4,18,0
PLK1 inh,-9,10,-2,1,-19
HIV Rev-RRE inh,3,3,1,0,6
FAK blocker,7,6,-2,3,4
MT1-MMP txn act,1.1,/,/,1.2,0.7
EphB4 antag,3,3,5,4,-3
S1P2 agonist,-4,0,4,-6,-2
PLAP activator,1.3,1,0.9,/,1.4

Compounds shown so far containing a thiophene ring, fused or not:
3	CCN(CC)C(=O)c1sc(N)c(C#N)c1C
4	CCc1c(C)sc(NC(=O)C2CCCO2)c1C#N (stereo unspecified)
21	COC(=O)c1sc(NC(=O)C2CCCO2)c(C(=O)OC)c1C (stereo unspecified)
44	CCOC(=O)c1cnn(CCOC(=O)c2cccs2)c1NC(=O)c1cccs1
45	O=C(O)CCCNS(=O)(=O)c1cccs1
47	COc1ccc(C(=O)NC(=S)NNC(=O)Cc2cccs2)cc1
50	CCC(C)(C)C1CCc2c(sc(NC(=O)c3ccoc3C)c2C(N)=O)C1 (stereo unspecified)
entry no.,3,4,21,44,45,47,50
PLK1 PBD inh,-18,-1,9,0,30,4,8
S1P2 blocker,3,2,-12,17,10,20,-14
PLK1 inh,4,-13,-12,12,6,-7,-8
HIV Rev-RRE inh,11,7,7,5,2,4,16
FAK blocker,2,-3,-2,-2,-3,-4,-2
MT1-MMP txn act,0.9,1.1,0.9,1,1,/,1.1
EphB4 antag,9,2,2,1,-11,4,-2
S1P2 agonist,-4,-2,-3,-4,-7,-8,-5
PLAP activator,1,/,0.7,1,1.1,1.5,0.9
